# PKA-R1A activ = activates the PKA-R1A holoenzyme complex; actives 0.083% (n = 340,000); P00514+P68181; AID 504707; activation, % at 11.4 µM; PKA-R1A dissociation, Cy5-IP20 fluorescence polarization; scaled: DMSO 0%, 113 µM cGMP 100%;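 active = percent activation above the mean of all tested compounds plus 3 SD, cut at about 19% in these data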;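 also: higher means more PKAc released from R1A so a rise in polarization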
# AddAB inh = less growth of phage-infected E. coli with AddAB. E. coli expressing H. pylori AddAB, absorbance growth. inhibition, % at 11.9 µM. actives 0.29% (n = 330,000). AID 435030; in the data active = inhibition above about 12%;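 also: 0% = vehicle wells of infected cells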
# PKA-R2B act = PKA-R2B complex activation. P22694+P31323. PKA-R2B holoenzyme dissociation, Cy5-IP20 fluorescence polarization; R2B truncated from residue 108, S112A mutant; 0% DMSO only, 100% 113 µM cGMP. activation, % at 11.4 µM. actives 0.079% (n = 340,000);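 active = activation above a cutoff set at the mean over all compounds plus 3 SD, cut at about 18% in these data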;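 also: higher means more holoenzyme dissociation and a rise in polarization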
# E coli growth = reduces bacterial viability in AddAB counter-screen; actives 0.27% (n = 330,000); E. coli V3065 growth, OD600 absorbance, 18 h; inhibition, % at 11.9 µM; AID 449728;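 active = inhibition above the campaign's mean inhibition across all tested compounds plus 3 SD, cut at about 9.9% in these data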;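 also: uninfected addAB+ strain grown without phage in ampicillin broth; 0% = DMSO wells and 100% = ciprofloxacin 0.95 µg/ml wells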
# HTR5A inv ag = inverse agonist of human HTR5A in OPRM1-OPRD1 counter-screen | actives 0.083% (n = 340,000) | HTR5A cell line, luminescence, inverse agonism | inhibition, % at 9.3 µM | P47898 | AID 504634; in the data active = inhibition mostly above about 23%, no sharp cut-off; inactive = mostly below about 18%;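 also: 0% = cells with DMSO and 100% = no-cell wells with DMSO; some compounds called inactive have numbers as strong as hits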
# Target sequence (P47898 whole entry, looked up): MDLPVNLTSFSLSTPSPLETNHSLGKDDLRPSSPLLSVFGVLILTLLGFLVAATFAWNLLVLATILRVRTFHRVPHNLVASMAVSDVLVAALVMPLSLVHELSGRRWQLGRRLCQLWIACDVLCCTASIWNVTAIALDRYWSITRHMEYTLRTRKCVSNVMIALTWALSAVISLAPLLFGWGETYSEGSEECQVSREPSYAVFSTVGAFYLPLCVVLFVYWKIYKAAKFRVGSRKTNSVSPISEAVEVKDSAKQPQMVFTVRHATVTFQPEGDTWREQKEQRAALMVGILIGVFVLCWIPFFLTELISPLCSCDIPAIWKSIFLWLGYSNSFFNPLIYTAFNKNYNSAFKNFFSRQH
# phage Ecoli inh = E. coli growth loss with phage present | AID 651602 | actives 0.26% (n = 360,000) | growth absorbance | inhibition, % at 11.9 µM; in the data active = inhibition above about 11%
# HTR5A ag = activates human HTR5A in OPRM1-OPRD1 agonist counter-screen; activation, % at 9.3 µM; HTR5A agonist assay, luminescence, cell-based; actives 0.61% (n = 340,000); P47898; in the data active = activation mostly above about 9.5%, no sharp cut-off; inactive = mostly below about 7.6%;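 also: 0% = cells with vehicle only and 100% = reference agonist; strong numbers were not always called active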
# Mot1-301 SUMO = SUMOylation pathway inhibition by Mot1-301 growth rescue. AID 2716. actives 1% (n = 320,000). growth rescue, % at 18.8 µM. S. cerevisiae Mot1-301 growth rescue, ATP luminescence, 38.5C; percent above DMSO median, 100 means doubled;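 active = every valid replicate shows activation above 250% relative to neutral control wells; inactive = the rest, any valid replicate at or below 250%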;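 also: OY570 slx delta 5 strain wells were the positive control but not used for scaling; some compounds called inactive have numbers as strong as hits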
# Tat export inh = blocks Tat-dependent protein export in E. coli; actives 0.036% (n = 340,000); E. coli MC4100 TorA-mCherry Tat export, fluorescence; inhibition, % at 10 µM;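 active = mean replicate inhibition at least 50% and at least half of replicates individually reaching 50%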;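 also: exported cargo escapes ClpAP degradation while cytoplasmic cargo is degraded and loses fluorescence; 0% = median of neutral control wells and 100% = median of NaSCN control wells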
# CDK5 inh = inhibitors of human CDK5/p35 kinase | Recombinant CDK5/p35, ADP-Glo luminescence, 60 min | inhibition, % at 10 µM | actives 0.01% (n = 330,000);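 active = highest replicate inhibition of at least 50% and at least 75% of replicates reaching 50%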;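 also: plate controls were DMSO neutral control for no effect and GW8510 at 10 µM for full effect; many of its hits are not listed in these tables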
# Target sequence (Q00535 whole entry, looked up): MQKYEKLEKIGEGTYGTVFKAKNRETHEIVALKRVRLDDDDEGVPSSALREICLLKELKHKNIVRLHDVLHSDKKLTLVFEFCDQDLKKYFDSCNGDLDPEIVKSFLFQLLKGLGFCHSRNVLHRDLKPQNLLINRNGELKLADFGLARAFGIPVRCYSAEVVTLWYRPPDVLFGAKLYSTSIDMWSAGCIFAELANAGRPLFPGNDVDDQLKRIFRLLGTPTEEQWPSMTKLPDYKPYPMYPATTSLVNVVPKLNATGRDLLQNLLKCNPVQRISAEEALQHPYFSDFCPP
# Target sequence (Q15078 whole entry, looked up): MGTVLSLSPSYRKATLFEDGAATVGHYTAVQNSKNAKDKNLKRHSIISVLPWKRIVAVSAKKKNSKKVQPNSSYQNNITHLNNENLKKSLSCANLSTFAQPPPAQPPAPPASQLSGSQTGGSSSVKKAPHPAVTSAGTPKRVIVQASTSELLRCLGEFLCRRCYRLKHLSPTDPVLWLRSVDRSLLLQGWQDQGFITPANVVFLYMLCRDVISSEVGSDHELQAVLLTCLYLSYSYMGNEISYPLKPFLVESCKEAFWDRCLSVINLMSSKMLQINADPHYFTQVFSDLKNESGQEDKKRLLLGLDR
# DAGLB inh = blocks human DAGLB lipase activity | Q8NCG7 | AID 504411 | actives 0.059% (n = 340,000) | inhibition, % at 5.17 µM | HEK293T DAGLB membrane lysate, EnzChek fluorogenic substrate; in the data active = inhibition above about 34%;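 also: 0% = enzyme with vehicle and 100% = wells lacking enzyme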
# * hit, by the source's call; i = inactive; . = no result given.
molecule	PKA-R1A activ	AddAB inh	PKA-R2B act	E coli growth	HTR5A inv ag	phage Ecoli inh	HTR5A ag	Mot1-301 SUMO	Tat export inh	CDK5 inh	DAGLB inh
CN(CC(=O)Nc1c(Cl)cccc1Cl)C(=O)c1ccc(NS(=O)(=O)c2ccc3[nH]c(=O)[nH]c3c2)cc1	1	.	8	.	1	0.8	2	.	0	0.8	-2
CCN1CCCC1CNC1=NCCCCC1 (stereo not given)	9	0.2	-3	-1.3	-8	1.3	2	184	11	-1.1	0
O=C(CNC(=O)c1nc[nH]c1C(=O)N1CCNCC1)OCc1ccccc1	-1	-0.2	3	-0.1	-7	1.9	5	-14	0	-1.8	2
O=C(c1cccc(F)c1)N1CCC(c2nc3ccccc3s2)CC1	-3	3.7	0	1.9	2	3.6	-1	-6	0	-1.3	-4
CC1(C(=O)Nc2nccs2)Cc2ccccc2C(=O)O1 (stereo not given)	8	1.0	-8	0.8	1	1.2	1	-9	-11	2.0	-5
Cc1ccc(NS(=O)(=O)c2cccc(C(=O)NNC(=O)NC3CCCCC3)c2)c(C)c1	-4	-0.1	-11	-3.4	11	3.1	-4	-12	-3	0.4	1
CCOC(=O)N1CCN(c2nc(-c3cccs3)cc(C(F)(F)F)n2)CC1	-8	0.3	2	1.7	8	1.3	-2	-3	-8	-0.1	-3
CCOc1ccc(/C=C2\CCC(C3CCCC3)C2=O)cc1 (stereo not given)	5	-1.2	-1	-2.6	11	-0.9	-3	-14	-1	0.2	-3
Cc1cccc(-c2cc(C(=O)Nc3c(C)n(C)n(-c4ccccc4)c3=O)c3ccccc3n2)c1	-1	1.3	-11	5.1	-16	1.9	-1	0	8	-2.1	0
O=C(CSc1n[nH]c(-c2ccccc2Cl)n1)NCc1cccc(C(=O)O)c1	-1	5.5	-6	-0.3	-8	3.2	-1	32	0	-5.0	0
CCO[C@@H]1OC(C(=O)N2CCN(Cc3ccc4c(c3)OCO4)CC2)=C[C@H](c2csc3ccccc23)[C@H]1CCCO	1	-0.4	6	-1.0	6	.	9	27	13	1.0	1
COc1cccc(C(O)c2cnc(C(C)C)n2C)c1 (stereo not given)	-10	-2.6	9	-4.5	-8	-1.0	5	-15	12	1.5	2
CCc1ccc(OCC(=O)OCC(=O)c2c(N)n(C)c(=O)n(C)c2=O)cc1	-9	0.2	-4	-2.0	-20	6.1	4	-8	-4	2.4	0
CN(C)c1ccc(NC(=O)COC(=O)Cn2nnc3ccccc32)cc1	-12	1.2	-8	0.0	-15	2.9	4	4	-7	0.9	0
Brc1cccc(OCCN2CCCCC2)c1	-3	0.5	5	3.2	29	0.6	1	6	-11	0.1	2
C=CCn1c(=N)c(C(=O)NCCCOC)cc2c(=O)n3ccccc3nc21	10	2.4	-13	-1.1	12	1.3	2	603*	-1	-1.0	-5
CCc1ccccc1N1C(=O)CC(Sc2nccc(C)n2)C1=O (stereo not given)	12	-0.5	1	0.5	5	6.7	-1	5	0	-0.8	-2
COc1ccc(NC(=O)CN(C)C(=O)c2sc3cc(Cl)ccc3c2Cl)cc1	8	-0.6	-3	-0.1	-1	-0.5	2	-8	4	-2.0	0
CCOc1cc(/C=N\NC(=O)c2ccc(C)nc2)ccc1OC(=O)c1ccc(F)cc1	4	-0.3	-6	-0.4	-17	-0.9	6	116	-1	-4.5	2
CCC(=O)NNC(=O)CCC(=O)Nc1cccc(Cl)c1C	-3	1.0	3	0.9	-6	2.7	2	0	-10	-2.3	0
O=C(Nc1cccc(C(=O)N2CCOCC2)c1)c1ccccc1Br	-2	4.0	-6	2.0	7	-0.9	-2	5	0	-2.7	1
COc1ccc(N2C(=O)C(Cl)=C(N3CCN(Cc4ccccc4)CC3)C2=O)cc1	-5	.	-7	.	18	.	-6	.	1	-0.3	-6
CCCCOC(=O)Nc1ccc(N(C)C)cc1	11	1.1	6	-0.3	-3	3.3	0	6	-12	-1.3	1
CCOC(=O)c1ccc(N=Nc2c(C)[nH]n(-c3ccccc3)c2=O)cc1	-4	2.0	2	2.7	-8	3.4	2	-13	-2	0.3	-2
CCOC(=O)/C=C1\SCC(=O)N1CCOc1cccc(Br)c1	9	-2.0	8	0.1	2	1.3	1	-23	11	0.1	-13
COc1ccc(C(=O)Cn2ccsc2=NC(C)=O)cc1	4	-1.5	-14	-2.3	13	3.2	-1	-8	-5	-0.2	2
CC[C@]1(C(=O)OC)[C@H]2C(=O)N(Cc3ccccc3)C(=O)[C@H]2[C@H]2CN=C(SCc3ccc(C(=O)OC)cc3)N21	-2	-0.6	-9	0.2	10	1.4	-3	.	2	1.4	-3
Cn1cc(C(=O)NC2CCCCCCC2)c(=O)c2cc(S(=O)(=O)N3CCCC3)ccc21	-2	0.2	-2	-0.9	-9	2.0	1	17	8	0.9	4
CCCNC(=O)c1ccc(-c2nn(C)c(=O)c3ccccc23)cc1	-8	2.3	0	0.5	13	2.7	2	-2	0	0.4	-2
Cc1ccc(S(=O)(=O)N2CCN(c3ccc([N+](=O)[O-])c4cccnc34)CC2)cc1	-7	5.1	-11	0.5	-14	2.0	4	20	10	0.1	-2
Cc1cc(NNC(=O)c2ccccc2)nc(NNC(=O)c2ccccc2)n1	3	4.0	0	1.0	-12	1.8	4	-10	-6	2.1	-2
CCOc1cc(C(N)=O)cc(Br)c1OC	-8	0.1	-7	-0.5	-6	1.0	-3	i	4	-1.4	-2
CN(C)CCN(Cc1cc2cc3c(cc2[nH]c1=O)OCO3)C(=S)NCC1CCCO1 (stereo not given)	2	1.6	-2	0.7	4	3.6	-1	-16	-5	-8.8	-1
CCCN1C2CCCC1CC(NC(=O)Nc1cccc(C(C)=O)c1)C2 (stereo not given)	-5	3.1	-8	-0.2	-23	1.1	6	75	-1	1.4	-2
C[C@H](NC(=O)c1nc[nH]c1C(=O)NCC(=O)OC(C)(C)C)C(=O)OC(C)(C)C	0	1.0	5	0.7	-4	2.8	1	-23	1	1.1	0
COCCn1c(=NC(=O)c2ccc(S(=O)(=O)N3CCc4ccccc4C3)cc2)sc2cc(S(N)(=O)=O)ccc21	-8	0.3	-10	2.8	21	1.9	-8	.	6	-0.5	2
CCN(CC)c1ccc(C2Nc3cccc4cccc(c34)N2)c(O)c1	6	-0.3	2	-0.1	-14	4.6	4	-25	9	0.6	1
COCCNC(=O)Cc1ccc(Br)cc1	-11	0.0	-6	-2.0	-2	2.0	2	15	-6	-2.2	-1
Cc1csc(=O)n1CC(=O)OC(C)C(=O)Nc1cccc(Cl)c1 (stereo not given)	-1	0.5	-8	1.6	-14	-0.5	6	-5	0	-2.8	0
COC(=O)c1cccc(NC(=O)c2ccc[n+]([O-])c2)c1	-2	3.4	0	0.9	-18	-1.4	6	561*	-3	-2.4	-2
CCCCOc1ccc(-c2nnn(CC(=O)NCc3ccco3)n2)cc1	-8	4.5	-5	3.7	9	2.1	1	-4	2	-1.0	-2
O=C(CSc1nnnn1C1CCCC1)N1CCCc2ccccc21	-4	-0.4	0	3.7	-12	-1.1	5	-9	2	4.6	1
CSCC[C@H](NC(=O)OC(C)(C)C)c1nnc(SCC(N)=O)o1	-9	0.9	11	1.3	7	1.6	-3	-12	-2	0.2	0
CCCCSCCCNC(=O)c1ccc(CS(=O)(=O)c2ccc(OC)cc2)o1	2	0.5	-2	-2.5	-9	1.0	2	-4	-1	-7.2	-2
COc1ccc(Cl)cc1NC(=O)CN(C)C(=O)c1cccc(S(=O)(=O)N2CCN(C)CC2)c1	3	-0.5	-3	0.6	20	3.2	-8	-8	-1	-0.5	0
Cc1cc2oc(=O)cc(CN3CCOCC3)c2cc1O	-1	-0.8	1	0.3	0	-0.1	0	6	0	0.4	-1
CNC(=O)c1ccc(NC(=O)CN2c3cccc4cccc(c34)S2(=O)=O)cc1	-13	0.7	-7	0.7	-14	-0.3	5	178	-5	1.3	-3
CC(=O)Nc1ccc(S(=O)(=O)N2CCC(C(=O)NC3CCCC3)CC2)cc1	-10	1.9	4	-1.6	-1	1.9	0	0	0	-2.3	-1
O=c1[nH]n(-c2ccc([N+](=O)[O-])cc2)c(=O)c2ccccc12	2	0.8	-9	-0.4	-5	1.4	1	15	-24	0.7	0
C/C(=N\NC(=O)C(=O)Nc1cccc(C(F)(F)F)c1)c1ccc(Cl)s1	-1	-0.2	-1	-0.8	-7	3.1	1	-10	-5	-1.6	-1

# Carrying on.
molecule	PKA-R1A activ	AddAB inh	PKA-R2B act	E coli growth	HTR5A inv ag	phage Ecoli inh	HTR5A ag	Mot1-301 SUMO	Tat export inh	CDK5 inh	DAGLB inh
CCOC(=O)C1(Cc2ccc(OC)cc2)CCN(C(=O)CC2CCC(=O)N2)CC1 (stereo not given)	-8	-1.3	2	0.7	-11	1.8	-2	6	-5	0.1	-1
Cc1nc(N2CCN(c3ccccn3)CC2)c2c(C)c(C(=O)Nc3ccc(Cl)cc3)sc2n1	-5	2.6	-11	0.7	19	-1.4	0	65	1	-0.7	2
CCn1cc(-c2n[nH]c(=S)n2-c2ccc(C)cc2Br)c(=O)c2ccc(C)nc21	-2	1.8	-9	0.1	0	-1.3	4	-29	-1	0.5	4
C/C(=N\NC(=O)c1nnn(-c2nonc2N)c1CN(C)c1ccccc1)c1cccs1	-2	3.8	4	-1.6	-8	2.9	10	10	2	.	0
CCN(c1ccccc1)c1nc2nonc2nc1NCCO	-2	3.1	7	0.1	13	0.8	2	7	0	0.8	-2
CCCCN(C(=O)CSc1nnnn1C)C1CCS(=O)(=O)C1 (stereo not given)	-6	2.3	-15	0.6	2	0.1	0	-3	-8	0.3	1
O=C(Nc1ccc2c(c1)OCO2)c1cc2ncc(Br)cn2n1	9	.	4	.	-18	0.1	8	.	5	-2.9	21
Cc1ccc(-c2nnc(-c3ccccc3)o2)cc1Br	5	-0.3	2	-0.9	3	2.5	-1	14	3	-1.0	-8
O=[N+]([O-])c1cccc(-c2cn(-c3ccccc3)c(=S)[nH]2)c1	-1	-2.3	-10	-2.5	-9	2.2	3	5	1	0.6	2
Cc1nn(Cc2cccc(C(=O)O)c2)c(C)c1[N+](=O)[O-]	-15	-0.9	0	-2.1	-6	0.9	2	-14	0	0.3	-1
O=C(N/N=C1\CCCc2oc(C(=O)O)cc21)c1ccccc1	5	-1.5	-2	1.7	17	3.0	-1	-3	-6	-0.2	-2
CCC(NC(=O)c1ccccc1NC(=O)c1ccccc1)C(=O)NNC(=O)CSc1nc2ccccc2o1 (stereo not given)	-10	0.1	-2	3.2	5	1.7	2	-11	-4	1.1	-1
COC(=O)C1=C(C)Nc2nc(-c3ccccc3)nn2C1c1ccc(C)o1 (stereo not given)	-1	3.3	-3	2.2	-4	2.3	1	58	-2	-0.3	-1
